FBW7 activator – FBW7 E3 ligase activators, primary screen, biochemical, AlphaScreen, human; F-box/WD repeat-containing protein 7 (Homo sapiens), Q969H0; AlphaScreen FBW7–phospho-cyclin E peptide binding, activator screen; normalized activity (activation), % at 26.1 µM; actives 0.13% (n = 650,000); in the data active = normalized activity above about 1.9%;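 note: purified mutant Fbw7 with reduced substrate affinity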
MITF inh – MITF inhibitors, primary screen, biochemical, AlphaScreen, human. actives 0.91% (n = 650,000). AlphaScreen MITF homodimerization, bead proximity signal. Microphthalmia-associated transcription factor (Homo sapiens), O75030. inhibition, % at 2.6 µM; in the data active = inhibition above about 50%;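 note: 0% = vehicle wells with protein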
Target sequence (O75030 whole entry, looked up): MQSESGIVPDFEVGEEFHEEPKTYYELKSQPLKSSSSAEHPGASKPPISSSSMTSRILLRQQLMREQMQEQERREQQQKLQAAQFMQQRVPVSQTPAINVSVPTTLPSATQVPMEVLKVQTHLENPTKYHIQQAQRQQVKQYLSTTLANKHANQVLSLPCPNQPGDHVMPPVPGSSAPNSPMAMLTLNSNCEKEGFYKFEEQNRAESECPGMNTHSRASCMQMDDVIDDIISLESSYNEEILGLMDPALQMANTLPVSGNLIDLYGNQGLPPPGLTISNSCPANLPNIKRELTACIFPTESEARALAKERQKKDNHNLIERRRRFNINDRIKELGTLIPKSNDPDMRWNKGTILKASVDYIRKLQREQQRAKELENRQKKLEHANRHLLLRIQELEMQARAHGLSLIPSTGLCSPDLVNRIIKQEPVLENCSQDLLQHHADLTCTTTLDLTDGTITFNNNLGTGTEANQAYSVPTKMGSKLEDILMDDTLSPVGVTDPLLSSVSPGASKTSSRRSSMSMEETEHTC
TEAD-YAP block – TEAD-YAP interaction inhibition, primary screen, TEAD-YAP interaction inhibitor project, luminescence, HEK-TIYL cells; TEAD-Gal4/YAP UAS-luciferase luminescence; inhibition, % at 9.12 µM; actives 1.4% (n = 640,000); AID 1259422, 2018; in the data active = inhibition above about 32%;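 note: 0% = median of test compound wells and 100% = reference inhibitor wells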
GPR151 ag – activators of human GPR151, primary screen, cell-based, PathHunter beta-arrestin, luminescence; activation, % at 11.2 µM; PathHunter beta-arrestin GPR151 cells; actives 1% (n = 650,000); AID 1508602, 2020; in the data active = activation above about 4.9%;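 note: 0% = median of compound wells and 100% = cells with positive control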
Target sequence (Q8TDV0 whole entry, looked up): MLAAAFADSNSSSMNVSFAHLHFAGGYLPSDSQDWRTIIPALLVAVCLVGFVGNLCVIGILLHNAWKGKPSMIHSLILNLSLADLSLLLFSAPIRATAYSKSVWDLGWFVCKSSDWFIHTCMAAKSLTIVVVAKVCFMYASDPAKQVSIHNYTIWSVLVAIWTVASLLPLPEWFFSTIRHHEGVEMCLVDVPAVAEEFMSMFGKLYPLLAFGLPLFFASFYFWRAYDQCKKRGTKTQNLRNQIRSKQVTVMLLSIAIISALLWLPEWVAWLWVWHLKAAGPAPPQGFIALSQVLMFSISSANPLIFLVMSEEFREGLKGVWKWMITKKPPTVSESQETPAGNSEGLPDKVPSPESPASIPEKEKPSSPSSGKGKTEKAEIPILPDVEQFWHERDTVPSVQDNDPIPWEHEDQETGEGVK
The depositor's hits bear a star.

SMILES	FBW7 activator	MITF inh	TEAD-YAP block	GPR151 ag
O=C(NCc1ccccc1)c1cc2c(s1)CS(=O)(=O)C2	0.0	-12	-5	3.0
Cc1cc(NS(=O)(=O)c2ccc(NC(=O)/C=C/c3cccc(Cl)c3)cc2)no1	0.2	2	-5	0.4
O=C(Cn1cnc([N+](=O)[O-])n1)Nc1cccc(O)c1	-0.5	-10	-1	-1.2
COCCn1c(SCC(=O)Nc2ccc(NC(C)=O)cc2)nc2ccccc2c1=O	0.1	18	24	0.0
COc1cccc(/C=N\Nc2ncc(F)c(N3CCOCC3)n2)c1O	-0.6	86*	41*	0.6
Cc1ccccc1N1CCCN(C(=O)CC2C(=O)NCCN2CC2CCCCC2)CC1 (stereo unspecified)	0.1	17	-1	1.1
CCCCN1CCN(c2ccc(C(C)C)cc2)C1=O	0.3	8	-74	-0.1
Cn1c(=O)c2c(nc3n2CC(O)CN3c2ccc(O)cc2)n(C)c1=O (stereo unspecified)	0.6	20	8	2.4
COC(=O)C1CCCCN1C(=O)CCc1nnc(-c2ccc3c(c2)OCO3)o1 (stereo unspecified)	-0.1	-1	-33	-1.6
CC(C)=CC(=O)N1CCN(S(=O)(=O)c2ccc(C)cc2)CC1	0.1	17	3	-0.6
CCOC(=O)C1CCN(Cc2ccc(O)c3ncccc23)CC1	-1.9	72*	55*	0.0
C=CCNC(=S)NNc1nc2sc3c(c2c(=O)[nH]1)CCCC3	0.2	4	2	1.0

A stretch taken from the entries so far, for reference:
SMILES	FBW7 activator	MITF inh	TEAD-YAP block	GPR151 ag
COC(=O)C1CCCCN1C(=O)CCc1nnc(-c2ccc3c(c2)OCO3)o1 (stereo unspecified)	-0.1	-1	-33	-1.6
CC(C)=CC(=O)N1CCN(S(=O)(=O)c2ccc(C)cc2)CC1	0.1	17	3	-0.6
CCOC(=O)C1CCN(Cc2ccc(O)c3ncccc23)CC1	-1.9	72*	55*	0.0
C=CCNC(=S)NNc1nc2sc3c(c2c(=O)[nH]1)CCCC3	0.2	4	2	1.0

Remaining list, next part
SMILES	FBW7 activator	MITF inh	TEAD-YAP block	GPR151 ag
O=C(O)c1ccc(NC(=O)c2ccc(S(=O)(=O)c3ccccc3)cc2)cc1	0.1	-1	-3	2.7
CCOC(=O)C1CCN(S(=O)(=O)c2ccc(Cl)c(C(=O)Nc3ccc(Cl)cc3)c2)CC1	0.3	-6	4	0.2
CCn1c2ccccc2c2cc(CN3CCN(C(=O)c4ccc(F)cc4)CC3)ccc21	-0.3	55*	-14	3.7
O=C(O)CCCC(=O)c1ccccc1	0.0	41	0	-0.7
CC(=O)Nc1cc(C(F)(F)F)ccc1NC(=O)C(F)(F)F	0.0	-1	8	0.9
COCCCn1c(N)c(C(=O)N2CCCC2)sc1=S	0.0	18	-6	0.3
COc1ccc(-c2noc(COc3ccc(Cl)cc3)n2)cc1	0.0	-3	6	0.6
COc1cccc(C(=O)N[C@H]2C[C@H]3C(=O)N[C@H](Cc4ccccc4)C(=O)N3C2)c1	-0.3	11	3	1.6
O=C1OC(c2cccc(Cl)c2Cl)=N/C1=C/c1ccc(Cl)cc1	-0.1	10	2	0.5
COc1cc(C(=O)N2CCN(c3ccc(F)cc3)CC2)cc(OC)c1OC	0.1	7	-1	1.2
CCC(C(=O)Nc1cccc(C(=O)O)c1C)c1ccccc1 (stereo unspecified)	0.0	6	7	0.1
Cc1noc(C)c1-c1nc(Nc2ccc(Oc3ccccc3)cc2)c2ncn(-c3ccccc3)c2n1	0.4	20	0	2.4
O=C(CCn1nnc2ccccc21)N/N=C/c1cccnc1	0.1	2	6	1.9
COc1ccc(OCCNC(=O)c2ccc(SC)cc2OC)cc1	0.4	9	4	-2.0
CCOC(=O)C1=C(CN(C)c2ccc(F)cc2)NC(=O)NC1c1ccco1 (stereo unspecified)	-0.3	17	6	0.1
COc1ccc(CCNC(=O)c2cc(-c3ccc4c(c3)OCO4)on2)cc1OC	0.1	13	5	1.0
O=C(c1ccc2c(c1)OCCO2)N1CCN(c2ccccn2)CC1	0.8	8	10	-0.9
Cc1ccc(N2CCN(C(=O)Cn3c(=O)oc4ccccc43)CC2C)cc1 (stereo unspecified)	-0.1	-5	4	-1.7
CCOC(=O)/C(C#N)=N\Nc1sc(C(=O)OCC)c(C)c1C(=O)OCC	-0.2	18	12	-1.2
CCOC(=O)c1sc2nc(SCc3cc(C(C)=O)ccc3OC)n(CCc3ccc(OC)c(OC)c3)c(=O)c2c1C	0.1	1	-2	1.0
CC(=O)Oc1ccc(-c2nc3ccc(OC(C)=O)cc3c(=O)o2)cc1	-0.1	-8	-2	-2.7
CC(=O)Nc1ccc(Nc2nc(-c3ccc(Cl)cc3)cs2)cc1	-0.2	-7	-92	0.3
Cc1c(C)n2c3c(=O)n(CCC(C)C)c(=O)n(C)c3nc2n1-c1ccc(F)cc1	0.1	3	-7	1.5
CN1C(=O)C(CCC(=O)O)NC1=S (stereo unspecified)	-0.1	13	0	0.2
c1ccc(CNc2nc(-c3csc4ccccc34)nc3nc[nH]c23)cc1	0.2	10	8	2.8
O=C(Nc1ccc(-c2cn[nH]c2)cc1)C1=Cc2ccccc2OC1	0.0	-10	-82	-1.3
NS(=O)(=O)c1ccc(N/C=C2/CCc3ccccc3C2=O)cc1	1.1	23	-22	-2.3
CN(C)S(=O)(=O)c1ccc2nc(NC(=O)COc3ccc(Cl)cc3)sc2c1	0.1	-5	-20	2.9
O=C1C2CCCN2C(c2ccco2)N1c1nccs1 (stereo unspecified)	0.2	12	1	-2.5
Cc1ccccc1NC(=O)NC12CC3CC(CC(C3)C1)C2	0.7	9	10	2.2
O=C(NCC1CCCO1)c1ccc(N2CCCCCC2)c([N+](=O)[O-])c1 (stereo unspecified)	-0.1	15	-4	0.3
Nc1nc(Nc2ccccc2)cc(Nc2ccncn2)n1	0.0	3	-10	-0.9
COc1ccc(-c2nnc(SC(C)C(=O)NC34CC5CC(CC(C5)C3)C4)o2)cc1 (stereo unspecified)	0.1	3	5	-1.9
COc1ccc(CCNC(=O)c2sc3ncnc(N4CCN(c5ccccn5)CC4)c3c2C)cc1OC	0.1	-5	70*	0.4
Cn1c(Cn2nnc3ccccc32)nnc1SCc1ccccc1	-0.1	1	-8	3.4
CC(C)CC(=O)Nc1nnc(Cc2ccccc2F)s1	0.1	14	-6	-1.1

Full records, looked up by structure. Order of screens: FBW7 activator | MITF inh | TEAD-YAP block | GPR151 ag
COc1ccc(OCCNC(=O)c2ccc(SC)cc2OC)cc1 across the screens: 0.4 | 9 | 4 | -2.0
O=C(NCC1CCCO1)c1ccc(N2CCCCCC2)c([N+](=O)[O-])c1 (stereo unspecified) across the screens: -0.1 | 15 | -4 | 0.3
Cc1noc(C)c1-c1nc(Nc2ccc(Oc3ccccc3)cc2)c2ncn(-c3ccccc3)c2n1 across the screens: 0.4 | 20 | 0 | 2.4
O=C(Cn1cnc([N+](=O)[O-])n1)Nc1cccc(O)c1 across the screens: -0.5 | -10 | -1 | -1.2
COc1ccc(CCNC(=O)c2cc(-c3ccc4c(c3)OCO4)on2)cc1OC across the screens: 0.1 | 13 | 5 | 1.0

The list continues:
SMILES	FBW7 activator	MITF inh	TEAD-YAP block	GPR151 ag
C=CCOc1ccc(C(=O)NCc2ccco2)cc1	-0.2	5	-17	0.4
CC(C)N1Cc2c(sc3c2CCCC3)N(C(=O)c2ccccc2)C1	0.6	13	-67	-1.1
CC(C)(C)c1ccc(C2=Nc3ccccc3N=C(c3cc(Cl)ccc3O)C2)cc1	0.2	-1	-12	0.2
COc1ccc([N+](=O)[O-])cc1Nc1ncnc2sc(C)cc12	-0.1	14	-7	-0.5
c1ccc(CN2CCC(Nc3nc(Nc4cnccn4)nc4c3ncn4-c3ccsc3)CC2)cc1	0.0	12	24	-1.0
O=C(c1ccccc1)N1CCN(CC(O)COc2ccc(OCC(O)CN3CCN(C(=O)c4ccccc4)CC3)cc2)CC1 (stereo unspecified)	0.0	-4	2	-0.7
CC(NC(=O)Nc1ccccc1C(F)(F)F)c1ccncc1 (stereo unspecified)	-0.2	-9	-14	-0.5
CC(=O)C1=C(C)NC(=S)NC1c1ccc(C)cc1 (stereo unspecified)	-0.1	-4	4	0.6
CN1C(=O)CC(N2CCN(CC(=O)N3CCCC3)CC2)C1=O (stereo unspecified)	-0.1	-2	1	-1.0
O=C(CCCn1c(=O)[nH]c2ccsc2c1=O)NCCc1ccccc1	-0.1	11	13	0.5
O=C1c2cccc3cccc(c23)C(=O)N1CCN1CCN(S(=O)(=O)c2cccs2)CC1	0.1	-2	-9	0.1
CC(=O)Nc1ccccc1C(=O)C(=O)NCc1ccc(Cl)cc1	0.1	-4	11	0.3
Cc1ccc2nc(/C(C#N)=C\c3ccccc3OCC#N)[nH]c2c1	0.0	10	-28	5.1*
COc1cccc(OCCNC(=O)c2ccccc2F)c1	0.1	-1	-7	-0.2
N#Cc1c(-c2cccs2)cc2c(c1N)c(=O)oc1ccccc12	0.6	6	15	-0.8
CCc1ccc(C(=O)NNS(=O)(=O)c2ccc3ccccc3c2)cc1	0.0	3	8	3.6
CC(C)(C)CN1CCNC(=O)C1CC(=O)NCc1cn[nH]c1-c1ccc(F)cc1 (stereo unspecified)	0.1	-5	5	1.4
Cc1cc(NC(=O)c2ccc3c(c2)OCO3)no1	0.2	1	-12	-5.4
Cc1ccc(N2C(=O)CC(N3CCOCC3)C2=O)cc1 (stereo unspecified)	0.2	23	-23	0.6
C=C(C)CN1CCN(c2cc(C)c(C#N)c3nc4ccccc4n23)CC1	-0.1	-4	-2	2.4
O=C(NCCc1csc(-c2ccc(F)cc2)n1)C(=O)Nc1ccccc1Cl	0.0	-1	1	-0.2
CCC(=O)C1=C(O)C(c2ccccc2)C(C)(C)CC1=O (stereo unspecified)	-0.2	-3	3	0.7
CCC(C)NC(=O)CSc1nnc(-c2ccc(C)cc2)c(-c2ccc(C)cc2)n1 (stereo unspecified)	0.0	5	8	3.1
Cn1c(=O)c2nc(-c3nnc4n3CCCCC4)c(N)nc2n(C)c1=O	-0.1	10	-6	-0.2

By substructure: those above with a nitro group on carbon (3)
SMILES	FBW7 activator	MITF inh	TEAD-YAP block	GPR151 ag
O=C(Cn1cnc([N+](=O)[O-])n1)Nc1cccc(O)c1	-0.5	-10	-1	-1.2
O=C(NCC1CCCO1)c1ccc(N2CCCCCC2)c([N+](=O)[O-])c1 (stereo unspecified)	-0.1	15	-4	0.3
COc1ccc([N+](=O)[O-])cc1Nc1ncnc2sc(C)cc12	-0.1	14	-7	-0.5

Reformatted in markdown: part of the list above.
| SMILES | FBW7 activator | MITF inh | TEAD-YAP block | GPR151 ag |
| --- | --- | --- | --- | --- |
| C=C(C)CN1CCN(c2cc(C)c(C#N)c3nc4ccccc4n23)CC1 | -0.1 | -4 | -2 | 2.4 |
| O=C(NCCc1csc(-c2ccc(F)cc2)n1)C(=O)Nc1ccccc1Cl | 0.0 | -1 | 1 | -0.2 |

New compounds follow:
SMILES	FBW7 activator	MITF inh	TEAD-YAP block	GPR151 ag
COC(=O)C1=C(C(=O)OC)SC(=C2C(=S)C(C)(C)N(C(=O)c3ccc(F)cc3)c3c(OC)cccc32)S1	0.1	10	-1	1.2
COc1cc(C2C(C#N)=C(N)N(c3ncn[nH]3)C3=C2C(=O)CC(C)(C)C3)cc(OC)c1OC (stereo unspecified)	-0.1	12	0	-1.1
Cc1ccc(OCCN(C)C(=O)CC2(c3ccccc3F)CC(=O)N(C)C2=O)cc1 (stereo unspecified)	0.0	9	3	0.2
Cc1ccccc1NS(=O)(=O)c1ccc(-n2c(=O)n(C)n(C)c2=O)cc1	-0.1	-9	20	1.7
CC(C(=O)NCc1ccco1)N(c1ccccc1)S(C)(=O)=O (stereo unspecified)	-0.2	3	-5	0.3
COCCn1c(SCC(=O)Nc2ccc3c(c2)OCCO3)nnc1C(C)C	-0.1	17	8	0.0
CN(C)CCN(Cc1ccccc1)S(=O)(=O)c1ccc2c(c1)n(C)c(=O)c(=O)n2C	0.0	3	-3	-1.1
O=C(Nc1cccc(-c2nc3ccccc3s2)c1)c1ccc(S(=O)(=O)N2CCCc3ccccc32)cc1	0.0	-6	-3	-1.1
CC1Cc2nc(SCC(=O)Nc3cc(C(F)(F)F)ccc3Cl)n(C)c(=O)c2S1 (stereo unspecified)	0.2	19	-8	-1.2
CC(C)(C)CC(=O)OCC(=O)c1cccc(Br)c1	0.1	7	-6	-0.1
CCN(CC)c1ccc(NC(=O)Cc2ccccc2)cc1	-0.1	8	-52	-1.8
Cc1c(O)ccc(-c2[nH]ncc2-c2ccccc2)c1O	-0.2	-1	3	2.7
CCOC(=O)c1ccc(NC(=S)NN)cc1	0.1	1	-8	-1.5
COc1ccc(NS(=O)(=O)c2ccc3c(c2)CCN3C(C)=O)cc1Cl	-0.2	-11	5	0.0
CC(=O)c1cc(F)c(N2CCN(C(=O)c3cc([N+](=O)[O-])ccc3F)CC2)cc1C	0.0	-15	6	-0.3
COc1cc(C2Oc3ccc(Cl)cc3C3CC(c4ccco4)=NN32)cc(OC)c1OC (stereo unspecified)	-0.2	-1	-18	-1.2
CCc1ccccc1NS(=O)(=O)c1cnc[nH]1	-0.1	-4	1	-0.1
COCCNC(=O)c1ccc2c(=O)n(Cc3ccco3)c(SCC(=O)N(C)Cc3ccccc3)nc2c1	0.0	0	1	0.5

Bioassay records (PubChem BioAssay)
